Screens from PubChem.
Tau fibril FP = inhibitors of human tau fibril formation; K18 P301L tau heparin fibrillization, Alexa594 FP, 6 h; Potency, µM (top dose mostly 57.7 µM), without a hit: top-dose activity, negative = inhibition, actives largely listed as inhibitors; 0.39% of 280,000 active; AID 1468; also: % is scaled to controls: 0 for no effect and ±100 for the full control effect; nearly all actives have a fitted effect of over 55% in size
Target sequence (P10636 561-689 P618L limits assumed): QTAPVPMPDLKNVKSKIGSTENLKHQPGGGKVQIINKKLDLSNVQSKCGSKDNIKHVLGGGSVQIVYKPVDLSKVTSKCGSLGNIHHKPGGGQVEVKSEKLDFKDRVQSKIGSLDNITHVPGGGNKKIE
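Read-out: fluorescence polarization of Alexa 594-labeled tau (0.24 uM), 555 nm excitation, 632 nm emission. Mixtures held 15 uM unlabeled K18 P301L, compound and 20 uM heparin, pH 7 acetate buffer, incubated 6 hr at 37 C.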
GAA spleen mod = inhibitors or activators of human alpha-glucosidase in spleen homogenate; human spleen homogenate, 4-MU-alpha-glucoside fluorescence; Potency, µM (highest dose often 79.9 µM), inactives show at the highest dose activity change, negative = inhibition, actives largely listed as inhibitors; 0.006% of 240,000 active; P10253;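 also: 0% = enzyme with vehicle and -100% = no enzyme basal signal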
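Enzyme source: human spleen homogenate, 1 ug/well. Buffer 50 mM citric acid/K phosphate pH 5.0, 0.01% Tween-20. 4-MU-alpha-glucoside 1 mM; 37 C x 40 min; NaOH/glycine stop; fluorescence.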
Tau ThT inhib = blocks human tau fibril formation measured by thioflavin T; Potency, µM (series often up to 57.4 µM), inactives show at the top dose activity, negative = inhibition, most hits filed as inhibitors; AID 1460; 2.1% of 270,000 active; recombinant tau K18 P301L, heparin-induced fibrillization, ThT fluorescence; also: % is scaled to controls: 0 for no effect and ±100 for the full control effect; nearly all actives have a fitted effect of over 55% in size
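Heparin-induced fibrillization of the P301L-mutant K18 repeat-domain fragment of human tau was followed by ThT binding in quantitative high-throughput format.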
GAA inhib = inhibitors of human lysosomal alpha-glucosidase; P10253; purified human GAA, 4-MU-alpha-glucoside fluorescence; Potency, µM (series often up to 76.9 µM), inactives show at the top dose activity change, negative = inhibition, actives largely listed as inhibitors; 0.005% of 200,000 active;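 also: plate controls were uninhibited enzyme wells for no effect and no-enzyme background for full effect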
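qHTS format, compound range up to 77 uM. Human lysosomal enzyme at 4 nM, 400 uM 4-MU glucoside substrate, pH 5.0, 20 min room temperature; fluorescence after alkaline stop gives activity normalized to controls.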
GAA glycogen mod = GAA glycogen-cleavage inhibition or activation; recombinant GAA, glycogen substrate, Amplex Red glucose oxidase fluorescence; Potency, µM (doses to about 76.4 µM), for the others: at the top dose activity change, negative = inhibition, most hits filed as inhibitors; 0.38% of 300,000 active;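 also: 0% = full enzyme reaction and -100% = no-enzyme basal signal; the screen sought inhibitors and activators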
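Recombinant human alpha-glucosidase (4 nM final) hydrolysed bovine liver glycogen (30 ug) for 40 min at 37 C in pH 5.0 citrate/phosphate with 0.01% Tween-20. Released glucose detected by glucose oxidase/Amplex Red, Ex 573/Em 610 nm. Compounds up to 77 uM; AC50 from Hill fits.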
aGal spleen mod = inhibits or activates alpha-galactosidase in human spleen homogenate; 0.008% of 240,000 active; human spleen homogenate, 4MU-alpha-Gal fluorescence, 40 min; AID 2107; Potency, µM (top dose mostly 80 µM), inactives show top-dose activity change, negative = inhibition, hits mostly inhibitors; P06280;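 also: 0% = enzyme with vehicle and -100% = no enzyme basal signal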
Target sequence (P06280 32-429 limits assumed): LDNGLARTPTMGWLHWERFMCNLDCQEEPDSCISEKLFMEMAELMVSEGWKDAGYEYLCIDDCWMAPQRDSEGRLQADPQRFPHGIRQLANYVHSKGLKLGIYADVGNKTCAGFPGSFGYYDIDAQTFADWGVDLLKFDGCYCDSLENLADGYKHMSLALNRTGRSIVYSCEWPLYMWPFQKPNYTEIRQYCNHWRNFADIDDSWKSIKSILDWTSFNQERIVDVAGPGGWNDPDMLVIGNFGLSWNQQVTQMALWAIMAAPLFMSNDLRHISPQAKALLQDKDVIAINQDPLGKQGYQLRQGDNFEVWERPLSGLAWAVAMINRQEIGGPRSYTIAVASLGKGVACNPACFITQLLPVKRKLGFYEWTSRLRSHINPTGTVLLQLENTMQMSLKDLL
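Spleen homogenate 1 ug + cpd (titration) + 4-MU-alpha-D-galactopyranoside 1 mM; 37C 40 min; 50 mM citrate/phosphate pH 5.0, 0.01% Tween-20; stop pH 10; fluorescence 365/440; AC50 via Hill.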
HTT cytoprotect = protects HTT-Q103 PC12 cells, measured by ATP; PC12 HTT-Q103 induced, cytoprotection, ATP luminescence, 40 h; Potency, µM (series often up to 56.4 µM), inactives show cytoprotection (ATP increase), hits mostly activators; 0.14% of 230,000 active; AID 1471;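 also: % of control where 0% means no effect; nearly all actives have a fitted effect of over 45% in size; toxic huntingtin expression switched on by the ecdysone agonist tebufenozide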
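Cells were plated at 1500 per well in phenol red-free DMEM with 5% equine and 5% calf serum. Tebufenozide (100 nM final) and compounds were added, then ATPlite reagent, and luminescence was read.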
Tau fluor counter = counter-screen for tau fibril formation inhibitors; tau K18 P301L (four-repeat tau fragment) Alexa594 fluorescence, heparin fibrillization; 0.93% of 280,000 active; Potency, µM (doses to about 57.7 µM), inactives show top-dose activity change, negative = decrease; also: % is scaled to controls: 0 for no effect and ±100 for the full control effect; nearly all actives have a fitted effect of over 55% in size
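Human K18 P301L tau (15 uM unlabeled plus 0.24 uM Alexa 594-labeled, final) in 100 mM sodium acetate pH 7 was mixed with compound and 20 uM heparin and incubated 6 hr at 37 C.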
Numbers without * were called inactive; ? = inconclusive; · = no result given; & = joins results of further samples; [ ] = another dose, or the depositor's remark. Calls follow the shape of the dose curve; as a rule, active = well fitted curve in the direction sought with a large enough effect; inconclusive = small, poorly fitted or top-dose-only effect, or another doubt; inactive = no such curve, though single readings can be large; an effect the other way counts as inactive or inconclusive. Potency is read from the fitted curve at half-maximal effect.

nr	structure	Tau fibril FP	GAA spleen mod	Tau ThT inhib	GAA inhib	GAA glycogen mod	aGal spleen mod	HTT cytoprotect	Tau fluor counter
1	COC(=O)c1sc(NC(=S)NC(=O)c2ccc(C)cc2)nc1C	-9%	2%	-7%	-8%	8%	4%	-14%[10 µM]	1%
2	O=C(Nc1sc2c(c1C(=O)Nc1cccc(Cl)c1)CCCC2)c1cccs1	?	·	11µM*	·	13%[76.3 µM]	·	·	-17%
3	COc1ccc(C(=O)c2ncc(C(F)(F)F)cc2Cl)cc1	-2%	-2%	-4%	-4%	1%	-21%	-33%[inhibitor]	-4%
4	Oc1ccccc1/C=N/c1c(-c2ccco2)nc2ccccn12	?	-7%	22µM*	0%	?	-7%	-10%	22µM*[quencher]
5	CCN1/C(=C/c2ccc3cc(C)cc(C)c3[n+]2CC)Sc2cc(C)ccc21	?	-12%	4.5µM*	-5%	-1%	-4%	-50%[inhibitor][10 µM]	?
6	CC(C)Cn1cc(C(=O)N2CCN(c3ccccn3)CC2)c2c3ccccc3n(C)c2c1=O	1%	1%	?	3%	?	8%	-37%	-12%
7	Cc1ccc(C)c(N2CCN(CC(=O)Nc3ccc4[nH]c(=O)[nH]c4c3)CC2)c1	3%	0%	-6%	-2%	-7%	4%	0%[10 µM]	-13%
8	CCOc1cc(C#N)c(NC(=O)c2cccc(S(=O)(=O)N3CCOCC3)c2)cc1OCC	-1%	·	4%	·	-22%[76.3 µM]	·	·	-8%
9	COc1ccc(C2CCCN2C(=S)Nc2cccc(C)c2)cc1OC (stereo unspecified)	-12%	-2%	-16%	1%	5%	-1%	-29%	-22%
10	Cc1cc(S(=O)(=O)N2CCCC2C(=O)N2CCOCC2)c(C)cc1Cl (stereo unspecified)	-4%	-5%	-1%	2%	2%	-4%	8%[10 µM]	-5%
11	Cc1ccc(S(=O)(=O)N(C)Cc2ccc(C(=O)N/N=C3\CC(=O)CC(C)(C)C3)cc2)cc1	5%	-10%	-11%	-9%	-2%	-5%	26%[10 µM]	-8%
12	CCOC(=O)c1c(C)nc2sc3c(c2c1-c1ccc(OC)cc1)NC(c1ccccc1)NC3=O (stereo unspecified)	-6%	0%	-11%	-8%	-19%	-6%	-38%	-11%
13	COc1ccc(C2CC(C(F)(F)F)n3nc(C(=O)O)cc3N2)cc1 (stereo unspecified)	-9%	-2%	-19%	·	-7%	5%	6%[10 µM]	-13%
14	Cc1ccc(N2CCN(S(=O)(=O)c3ccc(F)cc3)CC2)c(C)c1	1%	-2%	-12%	?	-2%	2%	11%[10 µM]	-17%
15	CCCCC(=O)Nc1cccc(-c2nc3ncccc3o2)c1	1%	-5%	-17%	7%	-4%	0%	-16%	-16%
16	Cc1cccn2c(=O)c(C(=O)NCCc3ccc(S(N)(=O)=O)cc3)c(O)nc12	-3%	·	?	·	-15%[76.3 µM]	·	·	-2%
17	CC(=O)c1c(C)[nH]c(C(=O)OCC(=O)Nc2cc(S(=O)(=O)N3CCCCC3)ccc2C)c1C	-1%	-3%	-3%	12%	3%	2%	-5%[10 µM]	?
18	NS(=O)(=O)c1ccc(N=Nc2c(=O)[nH]n3c(=O)c4c([nH]c23)CCCC4)cc1	5%	-1%	7.9µM*	?	-7%	2%	0%[10 µM]	-29%
19	CCOc1ccc(N(CC)C(=O)c2nn(-c3ccc(OC)cc3)c(=O)c3c2c2ccccc2n3C)cc1	-2%&-18%	-5%	-2%&-1%	-8%	-15%	-4%	-12%	-7%&-11%
20	CCOC(=O)C1(Cc2ccccc2C)CCCN(Cc2cc(OC)c(O)c(OC)c2)C1 (stereo unspecified)	-1%	-5%	?	-13%	?	-1%	24%[10 µM]	-21%
21	Cc1[nH]ncc1N=Cc1ccc([N+](=O)[O-])cc1	6%	1%	?	-5%	3%	-3%	·	-2%
22	COc1ccc(/C=N/NC(=O)C(=O)NCC2CCCO2)cc1 (stereo unspecified)	11%	-5%	0%	-3%	-5%	2%	-6%[10 µM]	-3%
23	CC(C)Cn1c(N)c(C(=O)COC(=O)c2cccnc2Cl)c(=O)n(C)c1=O	-5%	6%	0%	2%	-7%	-4%	-2%[10 µM]	-4%
24	N#Cc1ccc2c(c1)NC(=O)C1CCCN21 (stereo unspecified)	?	-2%	20µM*	-5%	-8%	2%	-10%	-17%
25	Cc1cc(C)cc(NC(=O)Cn2c(-c3cncs3)nc3ccccc32)c1	-16%	·	?	·	-10%[76.3 µM]	·	·	?
26	CCCN1C(=O)/C(=C/c2ccncc2)SC1=S	3%	-6%	8%	-1%	-4%	-1%	-10%[10 µM]	9%
27	CC(C)(C)n1nnnc1C(c1cccs1)N1CCN(c2ccccc2)CC1 (stereo unspecified)	2%	6%	-2%	3%	5%	3%	-24%[10 µM]	-6%
28	COC(=O)/C(=C\Nc1ccc(Cl)cc1Cl)NC(=O)c1ccc(Cl)cc1Cl	-4%	-15%	-12%	-8%	-4%	14%	-31%	-12%
29	COc1cccc(/C=C/C(=O)c2ccc(NC3=NCCCS3)cc2)c1	-7%	-7%	-16%	-10%	16%	-1%	·	-1%
30	S=c1[nH]nc(-c2ccncc2)n1CC1CCCO1 (stereo unspecified)	3%	-1%	-2%	-8%	-1%	-8%	-13%	-1%
31	Cc1cc(C)nc(/N=C(/NC(=O)Nc2cccc(Cl)c2)Nc2ccccc2)n1	3%	3%	-8%	-6%	3%	1%	-5%	-14%
32	O=C(NNS(=O)(=O)c1ccccc1)c1csc(-c2cccnc2)n1	?	9%	-8%	·	?	-5%	11%[10 µM]	-6%
33	Cc1nc2c(C)cccn2c1/C(O)=C1\C(=O)C(=O)N(CCN2CCOCC2)C1c1ccncc1 (stereo unspecified)	1%	-9%	-1%	-1%	-6%	-15%	7%	2%
34	c1ccc(Nc2nc3ccccc3n3cnnc23)cc1	3%	-1%	2%	2%	-1%	-4%	-9%	1%
35	O=C1OC(c2ccc(Cl)cc2)=N/C1=C\C=C\c1ccco1	-15%	-3%	?	1%	-29%	-3%	-17%	-13%
36	COc1cc(/C=N/Nc2ccc(Cl)c(C(=O)O)c2)ccc1OC(=O)c1cccs1	3%	-9%	?	9%	?	-18%	-18%	-17%

From compound 25 up to 36, as listed above:
nr	structure	Tau fibril FP	GAA spleen mod	Tau ThT inhib	GAA inhib	GAA glycogen mod	aGal spleen mod	HTT cytoprotect	Tau fluor counter
25	Cc1cc(C)cc(NC(=O)Cn2c(-c3cncs3)nc3ccccc32)c1	-16%	·	?	·	-10%[76.3 µM]	·	·	?
26	CCCN1C(=O)/C(=C/c2ccncc2)SC1=S	3%	-6%	8%	-1%	-4%	-1%	-10%[10 µM]	9%
27	CC(C)(C)n1nnnc1C(c1cccs1)N1CCN(c2ccccc2)CC1 (stereo unspecified)	2%	6%	-2%	3%	5%	3%	-24%[10 µM]	-6%
28	COC(=O)/C(=C\Nc1ccc(Cl)cc1Cl)NC(=O)c1ccc(Cl)cc1Cl	-4%	-15%	-12%	-8%	-4%	14%	-31%	-12%
29	COc1cccc(/C=C/C(=O)c2ccc(NC3=NCCCS3)cc2)c1	-7%	-7%	-16%	-10%	16%	-1%	·	-1%
30	S=c1[nH]nc(-c2ccncc2)n1CC1CCCO1 (stereo unspecified)	3%	-1%	-2%	-8%	-1%	-8%	-13%	-1%
31	Cc1cc(C)nc(/N=C(/NC(=O)Nc2cccc(Cl)c2)Nc2ccccc2)n1	3%	3%	-8%	-6%	3%	1%	-5%	-14%
32	O=C(NNS(=O)(=O)c1ccccc1)c1csc(-c2cccnc2)n1	?	9%	-8%	·	?	-5%	11%[10 µM]	-6%
33	Cc1nc2c(C)cccn2c1/C(O)=C1\C(=O)C(=O)N(CCN2CCOCC2)C1c1ccncc1 (stereo unspecified)	1%	-9%	-1%	-1%	-6%	-15%	7%	2%
34	c1ccc(Nc2nc3ccccc3n3cnnc23)cc1	3%	-1%	2%	2%	-1%	-4%	-9%	1%
35	O=C1OC(c2ccc(Cl)cc2)=N/C1=C\C=C\c1ccco1	-15%	-3%	?	1%	-29%	-3%	-17%	-13%
36	COc1cc(/C=N/Nc2ccc(Cl)c(C(=O)O)c2)ccc1OC(=O)c1cccs1	3%	-9%	?	9%	?	-18%	-18%	-17%

(further entries)
nr	structure	Tau fibril FP	GAA spleen mod	Tau ThT inhib	GAA inhib	GAA glycogen mod	aGal spleen mod	HTT cytoprotect	Tau fluor counter
37	COc1cccc(-n2nnc(-c3nc(-c4cccs4)no3)c2N)c1	-6%	·	5%	·	-4%[76.3 µM]	·	·	-3%
38	CCOc1ccc(C2C(C(=O)Nc3ccccc3C)=C(C)Nc3nnnn32)cc1 (stereo unspecified)	?	·	-18%	·	1%[76.3 µM]	·	·	-23%
39	COc1cccc(NC(=S)NNC(=O)c2c([N+](=O)[O-])c(C)nn2C)c1	1%	-1%	?	1%	25µM*	-1%	-12%	-15%
40	COc1ccc(OC)c(/C=N/NC(=O)CCCC(=O)Nc2cccc(Br)c2)c1	-3%	7%	-10%	?	-12%	10%	-8%	-24%
